CHRM5 antagonist – blocks acetylcholine activation of human M5 receptor | 360,000 tested, 0.59% active | P08912 | CHO-hM5 cells, Fluo-8 calcium fluorescence, ACh EC80 | inhibition, % at 3 µM;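 active means inhibition above a per-plate cutoff, the mean of that plate's test compounds plus 3 SD, cut at about 27% in these data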;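 further: 0% = acetylcholine EC80 with DMSO and 100% = DMSO without agonist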
Target sequence (P08912 whole entry, looked up): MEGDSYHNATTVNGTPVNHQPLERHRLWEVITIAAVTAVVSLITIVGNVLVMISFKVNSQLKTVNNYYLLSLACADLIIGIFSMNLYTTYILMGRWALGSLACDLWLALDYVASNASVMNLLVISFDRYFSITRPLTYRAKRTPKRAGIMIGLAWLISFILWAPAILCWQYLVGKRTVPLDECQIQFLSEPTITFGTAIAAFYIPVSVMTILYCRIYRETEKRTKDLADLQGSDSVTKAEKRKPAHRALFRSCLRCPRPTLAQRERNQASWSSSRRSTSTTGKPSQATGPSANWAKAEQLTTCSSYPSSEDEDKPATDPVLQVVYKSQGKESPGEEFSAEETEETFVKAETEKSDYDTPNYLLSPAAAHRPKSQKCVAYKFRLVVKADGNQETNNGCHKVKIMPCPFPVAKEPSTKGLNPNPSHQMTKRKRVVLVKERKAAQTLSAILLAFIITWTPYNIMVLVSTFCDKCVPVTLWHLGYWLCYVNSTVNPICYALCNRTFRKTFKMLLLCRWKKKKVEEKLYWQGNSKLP
CHO-K1 Ca antag – counter-screen for M1 antagonists: effect in parental CHO-K1 cells | ATP-induced calcium, Fluo-8 fluorescence | inhibition, % at 3 µM | 360,000 tested, 0.6% active | AID 602250;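 active means inhibition above a per-plate cutoff, the plate's mean sample inhibition plus 3 SD, cut at about 24% in these data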;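 further: 0% = DMSO plus EC80 ATP and 100% = DMSO alone without ATP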
CHRM4 agonist – CHRM4 agonism in calcium assay. CHO-K1 hM4/Gqi5, Fluo-8 calcium fluorescence; vehicle 0%, full acetylcholine response 100%. 360,000 tested, 0.14% active. activation, % at 3 µM;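 active means activation above the run mean over all test wells plus 3 SD, cut at about 32% in these data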;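 further: peak over basal fluorescence ratio per well then scaled between controls; 0% = DMSO wells and 100% = acetylcholine at EC100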
Target sequence (P08173 whole entry, looked up): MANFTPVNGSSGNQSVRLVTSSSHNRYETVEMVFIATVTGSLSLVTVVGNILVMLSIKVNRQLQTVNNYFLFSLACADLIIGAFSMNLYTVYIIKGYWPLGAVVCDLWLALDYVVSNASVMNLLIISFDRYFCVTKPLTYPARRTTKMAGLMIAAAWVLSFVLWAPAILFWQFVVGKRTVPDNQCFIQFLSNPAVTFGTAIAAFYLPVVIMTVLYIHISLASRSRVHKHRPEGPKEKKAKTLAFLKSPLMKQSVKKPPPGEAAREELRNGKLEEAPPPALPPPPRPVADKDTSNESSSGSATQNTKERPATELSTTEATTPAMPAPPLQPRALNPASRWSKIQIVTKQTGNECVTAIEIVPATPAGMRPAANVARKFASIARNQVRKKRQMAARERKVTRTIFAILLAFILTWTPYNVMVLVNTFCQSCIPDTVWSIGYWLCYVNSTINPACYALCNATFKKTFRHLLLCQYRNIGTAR
M1 ag parental – M1 agonist counterscreen hit in parental CHO-K1 cells. Fluo-8 calcium fluorescence; scaled to maximal ATP response, vehicle zero. activation, % at 3 µM. 360,000 tested, 0.48% active. AID 602248; in the data active means activation above about 15%;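 further: untransfected CHO-K1 host cells lacking M1 receptor as counterscreen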
CHRM5 PAM – potentiates acetylcholine response at human M5 receptor. CHO-K1 hM5, Fluo-8 calcium, ACh EC20 PAM; 0% = ACh EC20, 100% = ACh EC100. AID 624038. activation, % at 3 µM. 360,000 tested, 0.3% active. P08912;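 active means activation above the run cutoff, the mean activation of all test compounds plus 3 SD, cut at about 18% in these data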
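Test system: CHO-K1 hM5 cells / Doses: single-point, 3 µM nominal / Times: Post-acetylcholine fluorescence recording 140 s / Technique: Fluo-8 calcium fluorescence / Measure: Max/basal fluorescence ratio as % of EC20–EC100 ACh window / Benchmarks: low control EC20 acetylcholine (0%), high control EC100 acetylcholine (100%) / Replicates: one well per compound, no replicates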
CHO-K1 Ca PAM – counter-screen for M1 PAMs: effect in parental CHO-K1 cells; ATP EC20, Fluo-8 calcium fluorescence; 0% at ATP EC20, 100% at ATP max; activation, % at 3 µM; 360,000 tested, 0.02% active; AID 602247;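 active means activation above the run cutoff, the mean activation of all test compounds plus 3 SD, cut at about 40% in these data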;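 further: peak over basal fluorescence ratio in a 140 s read after ATP addition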
M4 PAM – positive allosteric modulators of human muscarinic M4 receptor; activation, % at 3 µM; 360,000 tested, 0.4% active; P08173; CHO-K1 hM4/Gqi5, Fluo-8 calcium fluorescence, ACh EC20; 0% = ACh EC20, 100% = maximal ACh;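 active means activation above its plate's cutoff, the mean activation of sample wells plus 3 SD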; further: some results filed as inactive read as strong as hits
M4 antag – antagonists of human muscarinic M4 receptor (CHRM4); P08173; CHO-hM4 cells, ACh EC80, Fluo-8 calcium fluorescence; inhibition, % at 3 µM; 360,000 tested, 0.73% active; AID 624125;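 active means inhibition above its plate's cutoff, the mean inhibition of sample wells plus 3 SD, cut at about 27% in these data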;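 further: 0% = acetylcholine EC80 with DMSO and 100% = DMSO without agonist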
M5 ag – CHRM5 agonism in calcium assay. AID 624037. CHO-K1 hM5 cells, Fluo-8 calcium fluorescence; 0% DMSO wells, 100% maximal acetylcholine response. activation, % at 3 µM. 360,000 tested, 0.19% active;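 active means activation above the run's mean over test compounds plus 3 SD, cut at about 23% in these data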;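 further: signal is peak over basal fluorescence ratio across the kinetic read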
Numbers without * were called inactive. The order is random (roughly 2.7% active in at least one column).

SMILES	CHRM5 antagonist	CHO-K1 Ca antag	CHRM4 agonist	M1 ag parental	CHRM5 PAM	CHO-K1 Ca PAM	M4 PAM	M4 antag	M5 ag
CCCCNC(=NCc1cccc(C(F)(F)F)c1)Nc1ccccc1	5	-6	7	0.9	-4	1	-9	17	-1
O=C(O)c1cccc2c1C(=O)N(C1CCCCC1)C2	2	5	0	0.7	-4	13	-2	-11	1
O=C(C1CCN(Cc2ccccc2)CC1)N1CCN(C/C=C/c2ccccc2)CC1	-7	-8	5	1.9	7	23	4	-16	-3
C=CC[N+]1(CC=C)CCOCC1	-2	-18	1	0.1	9	13	1	-13	-4
CN(Cc1cn(-c2ccccc2)nc1-c1ccc(F)cc1)C(=O)CCC(=O)O	2	-5	4	0.3	10	-5	2	1	-3
CN1CCN(c2ncnc3c2cnn3-c2ccc(Cl)cc2)CC1	5	7	15	4.4	-7	-2	-7	2	2
COc1cc2[nH]c3c(Cl)ncnc3c2cc1OC	-4	-6	0	0.4	1	22	6	0	0
O=[N+]([O-])c1ccc(/C=N/Nc2ncccc2[N+](=O)[O-])s1	0	-10	8	1.4	-1	-6	0	-8	0
O=C(NCc1cccs1)c1ccc2nc([C@@H]3O[C@H](CO)[C@H](O)[C@H](O)[C@H]3O)[nH]c2c1	2	-12	1	1.5	-2	17	7	-1	0
CNc1nc(N)c(C(=O)C23CC4CC(CC(C4)C2)C3)s1	-5	-14	4	4.7	6	20	1	0	8
O=C1c2ccccc2CCC12N=NCC2c1ccccc1 (stereo unspecified)	1	3	-2	0.2	-1	8	3	6	-3
Cc1ccc(C(O)c2ncc(-c3ccc4ccccc4c3)[nH]2)c(C)c1 (stereo unspecified)	0	-8	5	0.9	-2	14	0	-9	-1
C#CCOCCOCCOCCNc1nc(N2CCN(C(=O)[C@H](CCCCN)n3cc([C@@H](N)[C@H](C)CC)nn3)CC2)nc(N2CCN(C(=O)[C@H](CCCCN)n3cc([C@@H](N)CC(N)=O)nn3)CC2)n1	13	-8	-1	0.2	-8	-6	0	-6	3
O=C(CCc1nc2ccccc2[nH]1)Nc1ccccc1F	-8	4	3	0.2	-3	13	7	-27	-1
Cc1cccc(C)c1NC(=O)CNC(=O)C(C)N(C)CC(=O)Nc1ccc(F)cc1 (stereo unspecified)	13	-11	2	2.7	-6	9	-2	-3	1
COc1ccc(NC(=O)CCS(=O)(=O)c2ccc(Cl)cc2)cc1	-1	-6	3	0.8	-2	-11	3	3	-1
O=C(NCCC1=CCCCC1)Nc1ccc2nsnc2c1	-6	12	14	9.7	-17	6	-8	2	7
CCN(C(=O)CSc1nnc(-c2cccc(F)c2)n1N)c1c(N)n(Cc2ccccc2)c(=O)[nH]c1=O	8	-8	1	0.3	5	2	2	1	2
O=C(CN1C(=O)/C(=C/c2ccco2)SC1=S)NC1CCS(=O)(=O)C1 (stereo unspecified)	2	-5	1	0.5	0	-4	-3	7	-3
Cn1c(=O)c2cn(-c3ccccc3)cc2n(C)c1=O	-3	-11	1	0.5	2	16	7	1	-7
CCCNC(=O)CN(Cc1ccccc1F)S(=O)(=O)c1ccc(C)cc1	5	17	2	0.9	-5	-13	-10	8	-2
Cc1ccnn1CC(=O)N/N=C/c1cccs1	5	-7	0	0.3	-3	19	10	-10	0
CC1CCCCN1Cc1c(O)ccc2c(=O)c(-c3ccc(Cl)cc3Cl)coc12 (stereo unspecified)	2	-4	1	0.1	-4	2	-1	7	2
O=C1[C@H]2[C@@H](c3ccc(F)cc3)N3C(=O)N(c4cccc(F)c4)C(=O)[C@@]3(Cc3ccccc3)[C@H]2C(=O)N1C1CCCCC1	1	-4	1	0.8	8	-1	5	-9	0
Cc1ccc2c(C(=O)CN3CCN(C4CCCCC4)CC3)c(C)[nH]c2c1	0	-13	1	-0.2	-1	21	3	-5	-2
O=C(N/N=C/c1cccs1)c1cc(-c2ccc3ccccc3c2)n[nH]1	-11	-7	3	0.7	-3	9	13	-13	-2
Cc1ccc(C)c(N2CCN(C(=O)c3cn(C)c4ccc(S(=O)(=O)N(C)C)cc4c3=O)CC2)c1	13	5	1	-0.3	-19	-2	-15	95*	-3
COc1ccccc1Nc1cc(N2CCOCC2)c2nonc2c1[N+](=O)[O-]	-10	9	2	-0.7	3	-9	19	-1	1
CCCS(=O)(=O)c1c(S(=O)(=O)CCC)c2c3ccccc3ccn2c1C(=O)OC	1	4	10	2.4	-48	0	-10	-6	-1
COc1ccc(Nc2nc(-c3cccnc3)nc3ccccc23)cn1	4	19	14	5.0	-4	6	-14	11	4
CCc1cc(=O)oc2cc(C)cc(OCC(=O)NCc3ccncc3)c12	14	-7	2	1.3	-3	3	-4	7	-4
COc1ccc(F)c(-c2nc(CN3CCN(C(=O)c4ccco4)CC3)c(C)o2)c1	1	-7	1	0.2	3	-1	1	0	0
CC(C)CN(C(=O)CCC(=O)OCc1ccc(Cl)cc1Cl)c1c(N)n(CC(C)C)c(=O)[nH]c1=O	5	4	2	-0.4	-1	-23	2	-5	2
CCO[C@H]1OC(C(N)=O)=C[C@@H](C)[C@@H]1CCCO	23	-3	2	0.0	4	-1	0	0	2
CCC(C)Nc1nc(CN2CCOCC2)nc2sc3c(c12)CCC3 (stereo unspecified)	5	-8	-3	-0.4	2	17	6	13	-5
COc1ccccc1NC(=O)c1cccc(S(=O)(=O)N2CCN(Cc3ccccc3)CC2)c1	17	-6	8	0.9	-14	-5	-4	6	-3
O=C(COc1ccc(F)cc1)NCC1(N2CCCCC2)CCCCC1	13	16	0	-0.3	-3	-15	1	-2	-9
COc1ccc2sc(-c3ccccc3OC)c(-c3ccc(O)cc3)c2c1	7	-18	0	0.2	-15	7	6	-2	-3
N#Cc1c(SCc2ccc(Cl)cc2)sc(C(=O)c2ccccc2)c1N	-7	1	0	0.4	-2	-7	3	-7	-2
CC(C)(C)c1cc(C(F)(F)F)c(C#N)c(=O)[nH]1	12	-14	1	0.7	-8	16	6	-4	1
COc1ccc(CCNCC(=O)Nc2ccc(OC(F)F)cc2)cc1	7	-13	2	3.0	-2	15	-3	-13	-4
COc1cc2c(cc1NCc1ccccn1)oc1ccccc12	-2	1	1	0.9	-7	11	-1	2	-6
Cc1cc(SCCOc2ccccc2)nc(N)n1	-6	7	3	0.7	-1	-3	-1	-3	-11
CCCCN1CC(COCc2ccccc2)OCCS1(=O)=O (stereo unspecified)	5	-17	1	1.3	0	15	0	11	1
O=C(O)c1c[nH]c2ccc(S(=O)(=O)N3CCOCC3)cc12	-4	-10	0	0.0	-3	6	10	-1	-4
COCC(=O)Nc1cc(OC)c(Cl)cc1OC	-2	-9	-1	0.3	4	16	-2	-1	0
C=C[C@@]1(C)CC(=O)[C@]2(O)[C@@]3(C)[C@@H](O)CCC(C)(C)[C@@H]3[C@H](O)[C@H](OC(C)=O)[C@@]2(C)O1	-1	-3	19	6.2	-11	18	-15	8	8
Cc1ccc(N(C(=O)c2ccc(S(=O)(=O)N3CCOCC3)cc2)C2C=CS(=O)(=O)C2)cc1C (stereo unspecified)	6	-14	1	0.6	1	0	6	-8	-1
C=CCOc1ccc(Br)cc1CNCC	0	0	1	0.0	3	-18	-1	-5	-16
O=C(Nc1ccccc1C(F)(F)F)c1cnccn1	-10	-7	0	-0.3	11	12	0	-14	5
Cc1cccc(N=C2Sc3nc4c(C)c(C)ccc4cc3CN2CCN2CCOCC2)c1	1	-10	2	0.4	4	-1	2	3	3
C#CCOCCOCCOCCNc1nc(N2CCOCC2)nc(N2CCN(C(=O)[C@H](CCCCN)n3cc(CCCC)nn3)CC2)n1	15	0	0	0.7	5	-4	1	0	-1
COc1ccc(NC(=O)c2ccccc2NC(=O)c2ccco2)c(OC)c1	-2	13	11	3.3	-9	-11	-6	1	2
O=C(Nc1ccc2c(c1)OCCO2)c1cccc(Cl)c1Cl	5	14	2	0.2	-7	-26	-3	-2	-7
Cc1nc(C)c(-c2csc(Nc3ccc(O)c(C(=O)O)c3)n2)s1	11	-10	0	1.7	1	17	-4	4	-1
CC(C)(C)c1ccc(C(=O)NC(=S)Nn2cnnc2)cc1	-1	-10	1	0.2	-4	21	-4	-6	-1
CC(Sc1ccccn1)C(=O)Nc1ccc2c(c1)OCO2 (stereo unspecified)	-7	0	0	-0.3	-4	-8	0	2	2
CCn1c(C)c(C)c2cc(C(=O)NCCCN3CCCCCC3)ccc21	7	14	0	-1.1	0	7	2	-13	-8
Oc1c(Cl)cc(Cl)c(Cl)c1CN1CCOCC1	8	-11	-1	0.0	4	12	-2	0	0
COC(=O)[C@]12CCCCC=C1N(Cc1ccc(Cl)cc1Cl)C(=O)[C@H](CC(=O)NCC1CCCCC1)C2	0	-8	-1	-0.1	-4	-5	1	-3	-2
Further compounds follow.
SMILES	CHRM5 antagonist	CHO-K1 Ca antag	CHRM4 agonist	M1 ag parental	CHRM5 PAM	CHO-K1 Ca PAM	M4 PAM	M4 antag	M5 ag
O=C(O)c1ccccc1C=NN1CCCCCC1	-2	-12	10	0.2	-3	-3	2	-7	-7
O=C(CN1C(=O)S/C(=C\c2ccccn2)C1=O)Nc1ccccc1	0	3	0	0.9	-2	4	2	0	-1
CCOC(=O)c1c(C)oc2ccc(O)c(CN3CCCCC3)c12	6	-13	0	0.4	-5	6	3	7	-1
O=C(COC(=O)/C=C/c1cccc(Cl)c1)NCCc1ccccc1	4	-5	3	1.5	2	10	5	3	-1
Cc1nc(N2CCC(C)CC2)c2c(C)c(C(=O)Nc3ccc(C(F)(F)F)cc3)sc2n1	0	-6	1	0.8	10	22	8	2	1
Cc1ccc(NC(=S)NCc2ccc(Cl)cc2)c(OC(F)F)c1	11	19	11	6.0	-15	-3	-15	2	-2
CCOC(=O)C1=C(C)OC(N)=C(C#N)C1c1cncc(-c2ccc(F)cc2)c1 (stereo unspecified)	6	-7	2	0.2	-8	16	7	5	0
CN(c1cccc(NC(=O)Nc2cccc(Cl)c2)c1)S(C)(=O)=O	9	20	19	18*	-20	1	-11	7	12
COc1ccc(C)cc1NC(=O)C(OC(=O)c1cnccn1)c1ccccc1 (stereo unspecified)	2	1	-2	0.0	2	3	2	0	4
CC(=O)c1cc2cccc(OC3(C)CCN(Cc4ccc(-c5ccccn5)cc4)C3)c2o1 (stereo unspecified)	2	-3	5	4.8	-8	13	-14	9	-3
CCOC(=O)c1cn(Cc2ccccc2)nc1-c1ccccc1	8	-7	-1	0.0	7	12	6	11	1
Cc1cccc(NCc2nnc(-c3ccccc3)o2)c1C	5	-15	7	6.6	0	-11	-3	3	-1
NS(=O)(=O)c1ccc(NC(=S)NNC(=O)c2ccc(Br)o2)cc1	4	-15	0	1.7	-1	18	1	0	-2

Pulled by compound from above:
SMILES	CHRM5 antagonist	CHO-K1 Ca antag	CHRM4 agonist	M1 ag parental	CHRM5 PAM	CHO-K1 Ca PAM	M4 PAM	M4 antag	M5 ag
Cc1cccc(NCc2nnc(-c3ccccc3)o2)c1C	5	-15	7	6.6	0	-11	-3	3	-1
COc1ccc(C)cc1NC(=O)C(OC(=O)c1cnccn1)c1ccccc1 (stereo unspecified)	2	1	-2	0.0	2	3	2	0	4
O=C(CN1C(=O)S/C(=C\c2ccccn2)C1=O)Nc1ccccc1	0	3	0	0.9	-2	4	2	0	-1
O=C(COC(=O)/C=C/c1cccc(Cl)c1)NCCc1ccccc1	4	-5	3	1.5	2	10	5	3	-1

Bioassay records as filed in PubChem BioAssay.
